NTR1 agonist: NTR1-driven beta-arrestin-GFP spot formation – imaging, U2OS cells, high content, primary screen (AID 493036); 0.17% of 330,000 active; activation, % at 20 µM; agonist mode;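 active means activation at or above 40% of the spot to cytoplasm intensity ratio, with at least 20 cells analyzed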;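 further: 0% = DMSO without peptide and 100% = 100 nM NTR1 peptide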
Target sequence (P30989 whole entry, looked up): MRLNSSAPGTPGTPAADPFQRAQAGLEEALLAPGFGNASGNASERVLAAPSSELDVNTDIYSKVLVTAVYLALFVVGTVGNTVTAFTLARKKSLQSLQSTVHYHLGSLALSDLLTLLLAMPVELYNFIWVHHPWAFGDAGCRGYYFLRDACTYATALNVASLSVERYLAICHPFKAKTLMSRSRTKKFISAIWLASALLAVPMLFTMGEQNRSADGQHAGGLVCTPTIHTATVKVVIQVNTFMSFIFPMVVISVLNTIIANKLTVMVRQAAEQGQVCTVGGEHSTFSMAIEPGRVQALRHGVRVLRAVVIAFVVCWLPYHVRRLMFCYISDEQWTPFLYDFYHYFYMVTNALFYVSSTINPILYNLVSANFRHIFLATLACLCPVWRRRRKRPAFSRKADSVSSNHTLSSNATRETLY
NTR1 agonist cell count 20 µM: also measured in NTR1 agonist; calls as there; cell count; measured here: cell count, cytotoxicity flag
Active calls of the source: *. A portion of the library (hit frequency here may not be typical).

The first three records, ahead of the listing:
SMILES	NTR1 agonist	NTR1 agonist cell count 20 µM
CCOC(=O)C1(Cc2ccccc2)C(=O)N(CCCN(C)C)c2ccccc21 (stereo unspecified)	-0.9	49
CC[C@@H]1C(c2ccc(F)cc2)=NN(c2ccccc2)[C@H]1C(=O)N1CCOC1=O	6.7	54
CCCNC(=O)C(Cc1cccc(C#N)c1)NC(=O)c1ccc(C#N)cc1 (stereo unspecified)	-0.7	54

All compounds of this part, from the first entry:
SMILES	NTR1 agonist	NTR1 agonist cell count 20 µM
CCOC(=O)C1(Cc2ccccc2)C(=O)N(CCCN(C)C)c2ccccc21 (stereo unspecified)	-0.9	49
CC[C@@H]1C(c2ccc(F)cc2)=NN(c2ccccc2)[C@H]1C(=O)N1CCOC1=O	6.7	54
CCCNC(=O)C(Cc1cccc(C#N)c1)NC(=O)c1ccc(C#N)cc1 (stereo unspecified)	-0.7	54
O=C(Cc1ccc(S(=O)(=O)N2CCOCC2)s1)NC1CCCCC1	0.7	52
COc1ccc(OC)c(S(=O)(=O)NCC(c2ccco2)S(=O)(=O)c2ccccc2)c1 (stereo unspecified)	5.4	39
COc1ccc(C(c2c(NC(=O)c3ccco3)sc(C)c2C)N2CCOCC2)cc1 (stereo unspecified)	11	73
O=S(=O)(Nc1c(O)ccc2ccccc12)c1ccccc1	0.4	58
O=c1c2ccccc2oc2cc(-c3ccc(CN4CCOCC4)cc3)ccc12	3.0	9
COc1ccc(-c2cn(CCO)c(CCN)n2)cc1	-0.8	43
CCCCn1c(N)c(N(CCC(C)C)C(=O)c2cccc(-n3cnnn3)c2)c(=O)[nH]c1=O	0.9	83
COc1ccccc1-n1nnnc1SC(C)C(=O)NC1CCCC1 (stereo unspecified)	-1.1	64
O=C1OC[C@H]2CCCN2C(=O)[C@@H](CC(=O)N(CCO)Cc2ccccc2)C/C=C\CC[C@@H]1Cc1ccc(F)cc1	2.2	62
O=C1N[C@@H](Cc2ccccc2)C(=O)N2[C@H]1C[C@]1([C@]34C[C@H]5C(=O)N[C@@H](Cc6ccccc6)C(=O)N5[C@H]3N(S(=O)(=O)c3ccccc3)c3ccccc34)c3ccccc3N(S(=O)(=O)c3ccccc3)[C@H]21	3.3	54
Cc1cc(C)c(NC(=O)CNC(=O)COC(=O)CNC(=O)c2ccc(Cl)cc2Cl)c(C)c1	-0.1	60
O=C(COC(=O)c1ccccn1)NNC(=O)c1ccc(Br)cc1	0.1	76
Cc1ccc(NC(=O)CCc2ccccc2)cc1S(=O)(=O)N1CCOCC1	-2.7	58
CN(c1ccccc1)S(=O)(=O)c1ccc(C(=O)N2CCN(c3ccccc3F)CC2)cc1	5.5	46
Cc1cc(NC(=O)CSCC(=O)OCC(=O)Nc2ccc(OC(F)F)cc2)no1	2.4	67
COc1ccc2c(c1)c1c(n2C)[C@@H]2CC=C(CO)[C@@H](C1)N2C	2.1	48
C[C@H](CO)N1C[C@H](C)[C@@H](CN(C)C(=O)NC2CCCCC2)Oc2ccc(NS(=O)(=O)c3ccccc3)cc2C1=O	-2.1	70
C=CCN1c2ccc(Br)cc2C(=O)CS1(=O)=O	1.6	65
Cc1ccc(C(=O)OCC(=O)N(CCc2ccccc2)Cc2ccccc2)cc1S(=O)(=O)N1CCOCC1	-0.6	53
CCCCC/C=C/C1=CC(=O)C[C@H](c2ccc(OC)cc2)C1	-0.5	69
COc1ccc(CNC(=O)C(C)OC(=O)Cn2cnc3c2c(=O)n(C)c(=O)n3C)cc1 (stereo unspecified)	-0.3	54
CC(C)(C)CN1CCNC[C@H]1Cc1cccc2ccccc12	12	53
Cn1nnnc1SCC(=O)Nc1cc(S(=O)(=O)N2CCCCC2)ccc1Cl	0.6	43
O=C(Nc1cccc(Cl)c1)c1nc[nH]c1C(=O)NCc1ccccc1	24	54
O=C(C1CC1)N1CCN(c2ccc([N+](=O)[O-])cc2)CC1	0.6	59
CCOC(=O)C1CCN(C(=O)COC(=O)c2nc3nc(C)cc(C)n3n2)CC1	-0.4	47
O=C1C=C(c2ccc(F)c(Cl)c2)C[C@@H](c2ccc(F)cc2)C1	2.6	62
CC[C@]12c3[nH]c4cc(-c5ccco5)ccc4c3CCN1C(=O)[C@@H](CC(=O)NCC13CC4CC(CC(C4)C1)C3)C[C@@H]2C(=O)N1CCN(C(=O)c2ccco2)CC1	6.8	50
O=C(c1cnn2c(-c3ccccc3)cc(-c3ccccc3)nc12)N1CCN(Cc2ccccc2)CC1	9.5	63
CCOc1ccc2oc(C(=O)N(C)CC(=O)Nc3ccc(OCC)c(OCC)c3)c(C)c2c1	1.3	63
CSc1ncccc1C(=O)OCC(=O)Nc1ccc(Cl)cn1	-0.1	47
CCCCN(C(=O)C1CCCO1)c1c(N)n(CCC)c(=O)[nH]c1=O (stereo unspecified)	0.5	56
CC1C(=O)N2CCCc3cc(NC(=O)COc4ccc(Cl)cc4)cc1c32 (stereo unspecified)	2.6	40
O=C(CSc1nc(=O)n2ccccc2n1)Nc1cccc2ccccc12	-0.5	66
COc1ccc(C2(C)NC(=O)N(CC(=O)c3cc(C)n(C4CC4)c3C)C2=O)cc1 (stereo unspecified)	6.6	95
Cc1noc(C)c1NC(=O)N(C)C[C@H]1Oc2ccc(NS(=O)(=O)c3ccccc3)cc2C(=O)N([C@H](C)CO)C[C@@H]1C	8.2	63
CCCCN(CCO)CCCC	2.0	67

Single values from above:
In NTR1 agonist cell count 20 µM, COc1ccc(OC)c(S(=O)(=O)NCC(c2ccco2)S(=O)(=O)c2ccccc2)c1 (stereo unspecified) has 39
In NTR1 agonist cell count 20 µM, CC[C@@H]1C(c2ccc(F)cc2)=NN(c2ccccc2)[C@H]1C(=O)N1CCOC1=O has 54
In NTR1 agonist, Cc1ccc(C(=O)OCC(=O)N(CCc2ccccc2)Cc2ccccc2)cc1S(=O)(=O)N1CCOCC1 has -0.6
In NTR1 agonist, Cn1nnnc1SCC(=O)Nc1cc(S(=O)(=O)N2CCCCC2)ccc1Cl has 0.6
In NTR1 agonist, Cc1ccc(NC(=O)CCc2ccccc2)cc1S(=O)(=O)N1CCOCC1 has -2.7
In NTR1 agonist cell count 20 µM, CCCCN(C(=O)C1CCCO1)c1c(N)n(CCC)c(=O)[nH]c1=O (stereo unspecified) has 56

Further compounds.
SMILES	NTR1 agonist	NTR1 agonist cell count 20 µM
Cc1ccc(S(=O)(=O)N(C)C)cc1NC(=O)c1ccc(-n2cncn2)c([N+](=O)[O-])c1	2.8	55
Cc1ccc(S(=O)(=O)N2CCC(C(=O)OCCOc3ccccc3)CC2)cc1C	2.9	57
CCC(C)(C)C1CCC2(CC1)NC(=O)N(CC(=O)N(C)CCOc1ccc(Cl)cc1)C2=O (stereo unspecified)	5.8	82
CCOc1ccc(CCNC(=O)CSC(=S)N2CCCC2)cc1OCC	1.6	66
CCOC(=O)c1nn(-c2ccccc2C)c(=O)cc1OCC(=O)Nc1cccc(OC)c1	2.7	64
COc1ccc(Cl)cc1NC(=O)CN(C)C(=O)Cc1ccsc1	0.3	67
CCCn1c(N)c(C(=O)CSc2nnc(-c3ccoc3C)n2C)c(=O)n(C)c1=O	-0.1	55
Cc1nc(SCc2nc3ccc(C(F)(F)F)cc3[nH]2)c2oc3ccccc3c2n1	5.3	51
Cc1ccc(S(=O)(=O)N2CCN(C(=O)COC(=O)c3ccc(O)cc3)CC2)c(C)c1	0.7	56
CCN1CCN(c2ccc(S(=O)(=O)N3CCCCC3)cc2NC(=O)/C=C/c2ccc([N+](=O)[O-])cc2)CC1	0.6	50
NC(=O)C1CCCN(CC(=O)Nc2cc(S(=O)(=O)N3CCOCC3)ccc2N2CCCC2)C1 (stereo unspecified)	-1.7	51
Oc1ccc(C[C@@H]2CNCCN2CCCCC2CCCCC2)cc1	8.9	102
O=S(=O)(c1cc(C(F)(F)F)ccc1Cl)N1CCN(c2ncnc3ccccc23)CC1	3.1	81
c1ccc(SSc2ccccn2)nc1	1.8	49
CC(C)[C@H](NC(=O)OCc1ccccc1)C(=O)OCC(=O)N1CCN(c2ccccc2)CC1	0.6	75
Cc1cccc(C(=O)NCC(=O)NCCSc2ccc(Br)cc2)c1	-0.7	55
COC(=O)[C@]1(C)N[C@H](CN(C)C(C)=O)[C@@H]2C(=O)N(Cc3ccccc3)C(=O)[C@@H]21	-2.4	60
COc1ccccc1NC(=O)Nc1nc(CC(=O)Nc2ccccc2F)cs1	0.4	68
Cc1ccc(S(=O)(=O)N2CCOCC2)cc1C(=O)OCC(=O)NCCc1ccc(F)cc1	1.9	78
O=C(COC(=O)c1ccc(O)cc1O)Nc1cc(-c2ccccc2)nn1-c1ccccc1	29	73

Another view of some results above:
c1ccc(SSc2ccccn2)nc1
  NTR1 agonist: 1.8; NTR1 agonist cell count 20 µM: 49

CC(C)[C@H](NC(=O)OCc1ccccc1)C(=O)OCC(=O)N1CCN(c2ccccc2)CC1
  NTR1 agonist: 0.6; NTR1 agonist cell count 20 µM: 75

Cc1cccc(C(=O)NCC(=O)NCCSc2ccc(Br)cc2)c1
  NTR1 agonist: -0.7; NTR1 agonist cell count 20 µM: 55

Additional structures
SMILES	NTR1 agonist	NTR1 agonist cell count 20 µM
C/C(=C\c1ccc2c(c1)OCO2)C1Nc2cccc3cccc(c23)N1	1.5	72
CC(C(=O)N1CCc2ccccc21)N1CCN(S(=O)(=O)c2cccs2)CC1 (stereo unspecified)	-1.1	74
CC1CCCC(C)N1C(=O)COC(=O)CCC(=O)c1ccc(F)cc1 (stereo unspecified)	1.7	57
CCOC(=O)C1(C)Oc2ccccc2C(c2ccc(OC)cc2)=C1C(=O)OC (stereo unspecified)	1.4	70
CCOc1ccc2oc(C(=O)OCC(=O)NC3CCCC3)c(C)c2c1	1.1	63
COc1ccc(CCN2CC(C(=O)N(C)CC(=O)Nc3ccc(Cl)c(C(F)(F)F)c3)CC2=O)cc1OC (stereo unspecified)	0.5	48
Cc1cccc([C@@H]2[C@@H]3C(=O)N(Cc4ccccc4)C(=O)[C@@H]3[C@]3(CC(C)C)C(=O)N(c4cccc(F)c4)C(=O)N23)c1	3.6	98
CS(=O)(=O)c1ccccc1-c1nnc(NC(=O)c2ccc(S(=O)(=O)N3CCCC3)cc2)o1	1.7	54
CCOC(=O)c1c(CC(C)C)csc1NC(=O)COC(=O)c1ccc(O)cc1	32	67
Cc1ccc(S(=O)(=O)N[C@@H](C)C(=O)OCC(=O)N2c3ccccc3NC(=O)C2(C)C)cc1	0.8	51
O=C(CSc1nc(C(F)(F)F)cc(=O)[nH]1)Nc1cccc2ccccc12	0.8	75
COc1ccc(NC(=O)CN(C)C(=O)CCSc2ccc(C)cc2)cc1	1.8	54
CS(=O)(=O)c1ccc(Cl)c(NC(=O)CCCc2nc3ccccc3c(=O)[nH]2)c1	0.2	60
O=C(CN1C(=O)NC2(CCCCC2)C1=O)NCC(=O)Nc1ccc(F)c(F)c1	0.5	49
Cc1ccc(N2C(=O)C3CCCN3C2=S)c(C)c1 (stereo unspecified)	-0.5	55
O=C1C=C(c2cc(C(F)(F)F)cc(C(F)(F)F)c2)C[C@@H](c2ccc(Cl)cc2)C1	0.0	53
CCn1c(SCC(=O)Nc2ccc(N3CCOCC3)cc2)nnc1C1CC1	4.2	80
CCN1CCN(c2ccc(N3CCN(C(=O)c4ccc(Br)o4)CC3)nn2)CC1	-0.8	56
CCCN(Cc1nnc(-c2ccccc2Cl)o1)C(=O)c1cc(S(=O)(=O)N2CCOCC2)ccc1F	0.3	53
O=C(COC(=O)CCC(=O)c1cccs1)Nc1cccc(F)c1	-0.9	93
O=C(COC(=O)CNC(=O)c1ccccc1Cl)Nc1cc(C(F)(F)F)ccc1Cl	6.0	43
Cc1ccc(NC(=O)c2cc(=O)[nH]c3ccc(S(=O)(=O)N4CCOCC4)cc23)nc1	1.3	52
O=C1COc2ccc(C(=O)COC(=O)c3ccccc3[N+](=O)[O-])cc2N1	0.8	66
O=C(CSc1nc(=O)n2ccccc2n1)N1CCCc2ccccc21	0.2	51
O=C(COC(=O)CCc1ccccc1)NNC(=O)c1ccccc1	1.1	68
COc1ccc(NC(=O)CN(C)C(=O)CCNC(=O)c2ccccc2OC)cc1	1.6	50
Cc1cc(C)c(C)c(S(=O)(=O)N(C)CCc2ccccn2)c1C	0.5	56
CC1CCCN(C(=O)CCNS(=O)(=O)c2ccc(Br)cc2)C1 (stereo unspecified)	-0.5	65
COc1cc(C(=O)OCC(=O)NCCC2=CCCCC2)cc(OC)c1OC	-1.5	76
COc1ccc(S(=O)(=O)N2CCN(c3ncccn3)CC2)cc1	1.6	50
CN(c1ccccc1)S(=O)(=O)c1cccc(NC(=O)C2=NN(c3ccccc3)C(=O)CC2)c1	12	39
O=C(Cn1cnc2c(OCc3ccccc3)ncnc21)N1CCN(c2ccccn2)CC1	3.7	53
O=C(COC(=O)c1ccccc1Br)Nc1cccnc1Cl	0.7	63
CN(C)S(=O)(=O)c1cccc(NC(=O)COC(=O)[C@H](Cc2ccccc2)NC(=O)c2ccco2)c1	2.8	52
CCN(CC)S(=O)(=O)c1ccc(N2CCCCC2)c(NC(=O)C2CCN(C(=O)c3ccc(F)cc3)CC2)c1	1.6	55
NC(=O)Cn1nc(-c2ccccc2)nc1-c1ccccc1	0.2	51
CC(C)(C)c1ccc(OCC(O)CN2CCOCC2)cc1 (stereo unspecified)	-0.5	59
CCOc1ccc(NC(=O)COc2ccc(-n3cnnn3)cc2)cc1	0.7	52
COc1ccc(OC)c(NC(=O)c2cc(S(=O)(=O)N(C)C)ccc2N2CCCC2)c1	-0.8	60
CN(C)N1C(=O)/C(=C/c2ccco2)SC1=Nc1ccccc1	1.4	48
CC(Oc1ccc(F)cc1)C(=O)Nc1ccccc1C(=O)N1CCCCC1 (stereo unspecified)	-3.7	48
COc1cccc(C(=O)OCC(=O)NCCC2=CCCCC2)c1	-0.1	68
COC(=O)c1sc(NC(=O)COC(=O)C2CCC2)c(C(=O)OC)c1C	-0.1	77
CC(C)Oc1ccc(S(=O)(=O)N2CCOCC2)cc1NC(=O)CC1OC(=O)c2ccccc21 (stereo unspecified)	0.9	64
CC1(NC(=O)Cn2cc(C(F)(F)F)ccc2=O)CCS(=O)(=O)C1 (stereo unspecified)	-0.5	59
O=C(CCNC(=O)c1ccccc1)Nc1ccc(Cl)c(S(=O)(=O)N2CCCCC2)c1	-1.3	52
O=S(=O)(c1ccc2c(c1)CCN2)N1CCOCC1	-0.1	55
O=C(c1ccc(S(=O)(=O)N2CCCCC2)cc1)N1CCCC(C(F)(F)F)C1 (stereo unspecified)	-0.7	47
Cc1cc(NC(=O)c2ccco2)sc1C	-1.6	46

Source: PubChem
